Artemis endo inh = Artemis (human) endonuclease inhibition | Q96SD1 | recombinant Artemis, quenched FAM hairpin cleavage fluorescence | inhibition, % at 10 µM | 30,000 tested, 0.78% active;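 active = at 10 µM dose, at least 30% inhibition, measured as corrected fluorescence normalized to stimulator and neutral control wells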
Target sequence (Q96SD1 whole entry, looked up): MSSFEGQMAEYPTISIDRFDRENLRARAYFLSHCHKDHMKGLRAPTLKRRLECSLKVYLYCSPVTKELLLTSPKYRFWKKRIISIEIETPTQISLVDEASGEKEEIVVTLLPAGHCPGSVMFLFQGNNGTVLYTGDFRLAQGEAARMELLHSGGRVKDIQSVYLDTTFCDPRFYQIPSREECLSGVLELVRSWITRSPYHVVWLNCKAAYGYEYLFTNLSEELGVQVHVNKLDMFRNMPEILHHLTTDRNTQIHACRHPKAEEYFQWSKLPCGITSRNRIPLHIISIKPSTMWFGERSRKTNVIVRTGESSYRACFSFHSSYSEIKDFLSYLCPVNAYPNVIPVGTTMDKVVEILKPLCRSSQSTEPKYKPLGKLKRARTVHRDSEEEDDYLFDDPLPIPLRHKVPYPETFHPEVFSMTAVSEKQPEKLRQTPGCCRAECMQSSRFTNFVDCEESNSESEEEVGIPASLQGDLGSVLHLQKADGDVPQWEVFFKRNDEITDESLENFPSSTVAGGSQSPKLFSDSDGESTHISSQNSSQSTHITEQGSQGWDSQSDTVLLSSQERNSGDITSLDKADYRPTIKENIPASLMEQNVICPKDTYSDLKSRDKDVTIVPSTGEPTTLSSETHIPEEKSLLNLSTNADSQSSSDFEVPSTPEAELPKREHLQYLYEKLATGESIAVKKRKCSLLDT
An asterisk follows results filed as active. Some of the compounds tested; the hit share may differ from the screen's.

A first look:
SMILES	Artemis endo inh
Cc1cc(S(=O)(=O)NCC(C)C)ccc1OCC(=O)N1CCOCC1	-0.2
Cc1nc2nc(-c3ccccc3)nn2c(C)c1Cl	0.1
Cc1cc(C)n(CC(=O)n2c3ccccc3c3ccccc32)n1	8.5
CCCCSc1nnc([C@@H]2CCCN2C(=O)OC(C)(C)C)o1	-1.9
O=C(CCc1nc2ccccc2[nH]1)Nc1ccccc1	-10.6
Cc1cc(NC(=O)c2cccc(S(=O)(=O)N3CCOCC3)c2)c2ccccc2n1	7.3
O=S1(=O)C=C(SCc2ccccc2)Nc2ccccc21	-2.4
COc1ccc(CNC(=O)CSc2ncn[nH]2)cc1	-6.2
N/C(=N\OC(=O)Nc1ccccc1)c1ncc(C(F)(F)F)cc1Cl	-10.6
Cc1nnc(SCC(=O)N2CCN(S(=O)(=O)c3ccc(Cl)cc3)CC2)[nH]c1=O	-7.5
Cc1cc(=O)oc2ccc(OCC(=O)N3CCc4ccccc43)cc12	-0.8
O=C(c1ccc(Cl)c(Cl)c1)N1CCOCC1	5.7
Cc1ccc(C)c(Cn2c(=O)n(CCC(=O)NCc3ccco3)c(=O)c3ccccc32)c1	5.2
Cc1ccc(-n2nc(-c3cccnc3)cc2C(=O)N2CCOCC2)c(C)c1	7.7
Cn1c(NCC(O)c2ccccc2)nc2c1c(=O)n(Cc1ccc(Cl)cc1)c(=O)n2C (stereo unspecified)	3.4
COc1ccc(CCn2c(C)c(C(C)=O)c3cc(OC(=O)c4ccco4)ccc32)cc1OC	-9.1
Nc1cc(C(=O)O)ccc1Nc1ccc(F)c(F)c1	1.0
Cc1oc(C(=O)O)cc1CSCc1cc(C(=O)O)c(C)o1	-4.9

Results, previewed entries included:
SMILES	Artemis endo inh
Cc1cc(S(=O)(=O)NCC(C)C)ccc1OCC(=O)N1CCOCC1	-0.2
Cc1nc2nc(-c3ccccc3)nn2c(C)c1Cl	0.1
Cc1cc(C)n(CC(=O)n2c3ccccc3c3ccccc32)n1	8.5
CCCCSc1nnc([C@@H]2CCCN2C(=O)OC(C)(C)C)o1	-1.9
O=C(CCc1nc2ccccc2[nH]1)Nc1ccccc1	-10.6
Cc1cc(NC(=O)c2cccc(S(=O)(=O)N3CCOCC3)c2)c2ccccc2n1	7.3
O=S1(=O)C=C(SCc2ccccc2)Nc2ccccc21	-2.4
COc1ccc(CNC(=O)CSc2ncn[nH]2)cc1	-6.2
N/C(=N\OC(=O)Nc1ccccc1)c1ncc(C(F)(F)F)cc1Cl	-10.6
Cc1nnc(SCC(=O)N2CCN(S(=O)(=O)c3ccc(Cl)cc3)CC2)[nH]c1=O	-7.5
Cc1cc(=O)oc2ccc(OCC(=O)N3CCc4ccccc43)cc12	-0.8
O=C(c1ccc(Cl)c(Cl)c1)N1CCOCC1	5.7
Cc1ccc(C)c(Cn2c(=O)n(CCC(=O)NCc3ccco3)c(=O)c3ccccc32)c1	5.2
Cc1ccc(-n2nc(-c3cccnc3)cc2C(=O)N2CCOCC2)c(C)c1	7.7
Cn1c(NCC(O)c2ccccc2)nc2c1c(=O)n(Cc1ccc(Cl)cc1)c(=O)n2C (stereo unspecified)	3.4
COc1ccc(CCn2c(C)c(C(C)=O)c3cc(OC(=O)c4ccco4)ccc32)cc1OC	-9.1
Nc1cc(C(=O)O)ccc1Nc1ccc(F)c(F)c1	1.0
Cc1oc(C(=O)O)cc1CSCc1cc(C(=O)O)c(C)o1	-4.9
COCCn1c(SCC(=O)NCc2ccco2)nc2cccnc21	-2.1
CCCn1nnnc1SCC(=O)Nc1ccc(F)cc1	2.9
CCOC(=O)c1ccccc1NC(=O)CSc1nc(N)cc(N)n1	-5.8
O=c1c2ccccc2nc(-c2ccco2)n1/N=C/c1ccccc1O	-2.5
CCOC(=O)Cn1nnnc1C(C(C)C)N(Cc1cc2c(C)cc(C)cc2[nH]c1=O)C1CCCC1 (stereo unspecified)	11.2
Oc1ccc(C=Nc2ccc(N3CCOCC3)cc2)c(O)c1	8.2
NC(=O)CN1C(=O)C2C3c4ccccc4C(c4ccccc43)C2C1=O (stereo unspecified)	-4.0

Later entries
SMILES	Artemis endo inh
CC1=CC(C)(C)Nc2ccc(OC(=O)C(Cc3ccccc3)N3C(=O)c4ccccc4C3=O)cc21 (stereo unspecified)	3.6
O=C(N/N=C/c1ccc(O)c(O)c1)C1c2ccccc2Oc2ccccc21	30.2*
Cc1ccc(S(=O)(=O)N(C)CC(=O)Nc2ccncc2)cc1	-4.5
CC(OC(=O)c1snc(C(=O)NC2CCCCC2)c1N)C(=O)NC(C)(C)C (stereo unspecified)	-7.7
CCN(CC)C(=O)Cn1nc(C)c2ccccc2c1=O	-13.8
COc1ccc(C)cc1NC(=O)C1CCCN1C(=O)OCc1ccccc1 (stereo unspecified)	-4.5
CCCCNC(=O)c1ccccc1NC(=O)CCSc1ccccc1	-3.1
CCOC(=O)C1=C(C)S/C(=C\N(C)C)C1=O	-4.7
CCOC(=O)c1ccc(NC(=O)CC2NCCNC2=O)cc1 (stereo unspecified)	-7.3
CCc1cc(C(c2ccccc2OC)N2CCOCC2)c(NC(=O)c2ccccc2)s1 (stereo unspecified)	8.2
COc1ccc(CCNC(=O)CSc2nnc(CNC(=O)c3ccco3)o2)cc1OC	-0.2
N#CC1=C(SCc2ccccc2)NC(=O)CC1c1ccccc1 (stereo unspecified)	-4.1
O=C(Nc1ccc(Cl)c(Cl)c1)OCc1cncs1	-5.3
COc1cccc(/C=N/n2c(C)nc3ccccc3c2=O)c1O	-2.5
CCCn1c2ccc(/C(C)=N\O)cc2c2cc(/C(C)=N/O)ccc21	5.7
COc1ccc(NC(=O)c2ccccc2SC)cc1OC	-5.2
Cc1cccc(Cn2ccc(-c3ccc(Cl)cc3)c(C#N)c2=O)c1	3.9
COc1cccc(C(=O)NCC(=O)N2CCC(C)CC2)c1	-9.0
C/C(=N\O)c1ccc2c3c([nH]c2c1)CCCC3	10.2
C=C(C)Cn1c(SCC(=O)NCc2ccco2)nc2sc3c(c2c1=O)CCC3	11.6
COc1ccc(C(c2nnnn2C2CCCCC2)N2CCN(c3ccccc3F)CC2)cc1 (stereo unspecified)	12.3
Cc1ccc(-c2nn(-c3ccccc3)cc2/C=N/NC(=O)CSc2nnc(C)n2-c2ccccc2)cc1	17.3
O=C(Cn1nnc(-c2ccccc2F)n1)Nc1ccc(C(=O)N2CCOCC2)cc1	-1.6
O=c1[nH]c(CN2CCN(c3ccccc3O)CC2)nc2ccccc12	-4.5
CC(=O)C1=C(C)NC(C)=C(C(C)=O)C1c1cn(-c2ccccc2)nc1-c1cccs1	-4.5

(next part)
SMILES	Artemis endo inh
Cc1cc(C)nc(N(C#N)Cc2cccc3ccccc23)n1	10.1
O=c1c(O)c(-c2ccc3c(c2)OCO3)oc2ccccc12	5.1
CCC(C)N(C(=O)COC(=O)c1[nH]c(C)c(C(C)=O)c1C)C1CCS(=O)(=O)C1 (stereo unspecified)	11.6
COc1cccc(-c2ccc(-c3noc(-c4cccs4)n3)c(OC)n2)c1	-1.9
CN1CCN(CCNC(=O)Nc2ccccc2C(F)(F)F)CC1	-1.4
Cc1cccc(C)c1NC(=O)CN1CCNCC1	-6.0
O=C(Nc1ccccc1)c1cccnc1Nc1ccccc1	7.0
Cc1cccc(OCC(=O)O/N=C(\N)Cc2ccc(Cl)cc2)c1	-9.9
CC1(C)C=C(c2ccc(C=O)s2)CC(C)(C)N1	-7.5
Clc1c(-c2nnc3n2CCCCC3)sc2ccccc12	-5.8
Clc1cccc(Cl)c1CSc1nnc(/C=C/c2ccccc2)o1	1.4
CCOc1cc(N2CCOCC2)c(OCC)cc1NC1=NCCCCC1	5.3
O=c1[nH]c(=O)n(C2CCCCCC2)c(O)c1C=NCc1ccc(F)cc1	18.5
CC(/C=N/NC(=O)c1cc(C(C)(C)C)[nH]n1)=C\c1ccccc1	-0.2
CCn1c(SCC(=O)NCC2CCCO2)nnc1-c1ccccc1 (stereo unspecified)	6.3
CSc1nnnn1-c1ccc(C(=O)O)cc1	-4.8
COCCCNC(=O)c1c(N)n(/N=C/c2ccccn2)c2nc3ccccc3nc12	10.3
CC(C)(C)NC(=O)COC(=O)c1cncc(Br)c1	0.8
O=C(CSc1ccc(Cl)cc1)NCC1CCCO1 (stereo unspecified)	-7.6
CCCC(=O)Nc1nc(-c2ccc(OC)cc2)cs1	4.5
CN1CCN(C(=O)c2cc3nc(-c4ccccc4)cc(C(F)(F)F)n3n2)CC1	-4.3
CC(=O)c1c(C)[nH]c(C(=O)CSc2nc3ccc(C)cc3[nH]2)c1C	3.8
O=C(O)C1CCCCC1C(=O)Nc1ccccc1Nc1ccccc1 (stereo unspecified)	4.4
OC(CN1CCN(c2ccccc2)CC1)Cn1c2ccccc2c2ccccc21 (stereo unspecified)	-0.8
COCc1nc2ccccc2n1Cc1ccc(Br)cc1	-6.0

Remaining list, next part:
SMILES	Artemis endo inh
CCOC(=O)C1=C(C)NC(=O)NC1c1ccc(OCC(=O)OC)c(OC)c1 (stereo unspecified)	-4.5
CNC(=O)c1nn(-c2ccc(C)cc2)ccc1=O	-5.4
CCN(CCCNC(=O)CCc1nc(-c2ccc(OC)cc2)no1)c1cccc(C)c1	1.7
COc1cc(/C=N/O)ccc1OCc1ccc(C(=O)O)cc1	5.2
Cc1ccccc1C(=O)c1c[nH]c(C(=O)NCc2cccs2)c1	-4.2
Cc1ccc(S(=O)(=O)Nc2cc(C(=O)NCCN(C)C)ccc2N2CCCCC2)cc1	-4.8
Cc1ccc(-c2noc(CCC(=O)Nc3ccc(C)cn3)n2)cc1	-0.6
COc1ccc(N2CCN(C(=O)c3ccc(OCc4c(C)noc4C)c(OC)c3)CC2)cc1	4.4
Cc1ccc(C(=O)NN(C)c2nc3ccccc3nc2C(F)(F)F)cc1	2.3
O=C(CCSc1nc2ccccc2o1)N1CCOCC1	-11.5
CCCCCC1CCC(c2ccc(C(N)=O)cc2)CC1 (stereo unspecified)	19.1
CC(=O)N1c2ccccc2C(=O)C1N1CCCCC1 (stereo unspecified)	-0.7
Cn1cnc(S(=O)(=O)NCc2cccs2)c1	-4.3
COc1cccc(N2C(=O)C3C(C2=O)C2C=CC3C23CC3)c1 (stereo unspecified)	-3.3
CCCCC(c1nnnn1CC1CCCO1)N1CCN(c2nc3ccccc3s2)CC1 (stereo unspecified)	1.4
CCOC(=O)C1=C(C)NC(C)=C(C(=O)OCC)C1C(=O)OCC(=O)N1CCCCC1CC (stereo unspecified)	4.3
O=C(O)C1CCCCC1C(=O)N1CC=C(c2ccccc2)CC1 (stereo unspecified)	-3.8
CCCOc1ccc(CC(=O)NCc2ccco2)cc1OC	2.6
Cc1nnc(SC(C)C(=O)N2CCc3ccccc32)s1 (stereo unspecified)	0.3
CC1=C(C)C(=O)N(c2ccc(C(=O)O)cc2)C1=O	-8.6
Cc1ccc(S(=O)(=O)N2CCCC(C(=O)NCC3COCCO3)C2)cc1 (stereo unspecified)	11.8
Cc1cccc2sc(NC(=O)CN(C)S(=O)(=O)c3ccc(Br)s3)nc12	0.1
Cc1ccc(N=Nc2c(=O)[nH]n3c(=O)cc(C)[nH]c23)cc1	11.9
O=C1C/C(=C/NCc2ccccc2)C(=O)N1	-1.1
CC1(O)C(=O)c2ccccc2N(c2ccccc2)C1=O (stereo unspecified)	-5.4

Following part.
SMILES	Artemis endo inh
COc1ccc(Oc2cc(C(F)(F)F)cnc2C(N)=O)cc1	7.7
O=C(c1ccc(Cl)cc1)c1ccc(OCC(O)CN2CCCCC2)cc1 (stereo unspecified)	-1.8
Cc1ccc(C2CC(=O)C=C(O)C2)cc1 (stereo unspecified)	1.6
CCOc1ccc(C(=O)NN2C(=O)C3C4C=CC(O4)C3C2=O)cc1 (stereo unspecified)	-7.0
CCOc1c(Br)cc(C(N)=O)cc1OC	4.1
Cc1ccc(C)c2[nH]c(=O)c(CN(CCCN(C)C)C(=O)NCc3ccccc3)cc12	4.1
CC(NC(=O)C12CC3CC(CC(C3)C1)C2)C(=O)NCCN(C)C (stereo unspecified)	-2.8
CCCCOc1ccc(C(C)NC(=O)C2CCCN(S(=O)(=O)CC)C2)cc1 (stereo unspecified)	-4.7
COc1ccc(S(=O)(=O)N2CCC(C(=O)N3CCc4ccccc4C3)CC2)cc1	7.0
Cc1cc(S(=O)(=O)NCC(=O)O)ccc1F	2.7
O=C1C2ON(c3ccc(Br)cc3)C(c3cccnc3)C2C(=O)N1C1CCCCC1 (stereo unspecified)	-1.0
Cc1cc(=O)[nH]c(SCC(=O)Nc2nc(-c3ccccc3)cs2)n1	9.1
N#Cc1c(N)sc(=S)c2c1CCCC2	9.7
CCOC(=O)N1CCC(NC(=O)C2CCN(S(=O)(=O)c3cnc[nH]3)CC2)CC1	-0.9
O=C(NCc1cccnc1)C1CC(=O)N(c2ccc(F)cc2)C1 (stereo unspecified)	1.8
CCC(=O)N1CCc2cc(S(=O)(=O)CCC(=O)NCCC3=CCCCC3)ccc21	2.0
Cc1cc(C)nc(N(C#N)CC(=O)N(c2ccccc2)C(C)C)n1	0.4
O=C(NCc1ccccn1)c1cc2n(n1)C(C(F)(F)F)CC(c1ccco1)N2 (stereo unspecified)	-2.9
COc1cc2nc(CN3C(=O)c4ccccc4C3=O)oc(=O)c2cc1OC	-14.1
CCNC(=O)CP(=O)(c1ccccc1)c1ccccc1	12.2
CC(Sc1cccc2cccc(C(=O)O)c12)C(=O)O (stereo unspecified)	-3.9
Cc1ccc(S(=O)(=O)N2CCCCC2C(=O)N2CCN(C)CC2)cc1 (stereo unspecified)	-12.7
Cc1cccnc1NC(=S)NC(=O)/C=C/c1ccco1	2.6
CC(C)c1nc(NCCN2CCOCC2)c(C#N)c2c1COC(C)(C)C2	7.0
COc1ccc(-c2cc(-c3ccccc3)c(C#N)c(S(C)(=O)=O)n2)cc1	6.2
COCCn1c(SCC(=O)Nc2cccc(C)c2)nnc1C(C)C	-2.1
O=c1cc(CSc2nnnn2-c2ccccc2)[nH]c2[nH]n(-c3ccccc3)c(=O)c12	-1.7
CCCCCSc1nc2c(cnn2-c2ccccc2)c(=O)[nH]1	8.3
CSc1nc(NC(C)=O)nc(C)c1Br	-4.7

Part of the list above, comma-delimited.
smiles,Artemis endo inh
O=c1cc(CSc2nnnn2-c2ccccc2)[nH]c2[nH]n(-c3ccccc3)c(=O)c12,-1.7
Cc1ccc(S(=O)(=O)N2CCCCC2C(=O)N2CCN(C)CC2)cc1 (stereo unspecified),-12.7

Source: PubChem
